Screens from PubChem BioAssay.
PKA-R2B act: activators of human PKA-R2B complex. activation, % at 11.4 µM. PKA-R2B holoenzyme dissociation, Cy5-IP20 fluorescence polarization; R2B truncated from residue 108, S112A mutant; 0% DMSO only, 100% 113 µM cGMP. AID 504700. hit rate 0.079% among 340,000;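 active = activation above a cutoff set at the mean over all compounds plus 3 SD, cut at about 18% in these data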;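 also: higher means more holoenzyme dissociation and a rise in polarization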
SR-BI uptake up: enhances SR-BI lipid uptake from DiI-HDL. activation, % at 12.5 µM. CHO ldlA[mSR-BI] cells, DiI-HDL uptake fluorescence, 3 h; 100 = double the neutral-control signal. AID 504775. hit rate 0.096% among 320,000;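 active = mean replicate activation of at least 60% and every replicate at or above 60%; inconclusive = mean or all-replicate condition met, but not both; inactive = mean below 60% and not all replicates reaching 60%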;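 also: 0% = median plate neutral-control signal and 100% = twice that signal; values of inactives mirror those of a sister screen read the other way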
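Assay system: LDL receptor-deficient CHO ldlA cells overexpressing murine SR-BI / Medium: BSA-supplemented, HEPES-buffered Ham's F12, pH 7.4 / Probe or stimulus: DiI-labelled HDL at 10 µg/mL final / Timing: compound with DiI-HDL co-incubation, 3 h at 37 °C / Technique: bottom-read cell fluorescence after medium removal, ex 550/em 595 nm / Measure: HDL uptake via cellular fluorescence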
SUMO Mot1 rescue: inhibitors of SUMOylation pathway: yeast Mot1-301 growth rescue | growth rescue, % at 18.8 µM | hit rate 1% among 320,000 | AID 2716 | S. cerevisiae Mot1-301 growth rescue, ATP luminescence, 38.5C; percent above DMSO median, 100 means doubled;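 active = every valid replicate shows activation above 250% relative to neutral control wells; inactive = the rest, any valid replicate at or below 250%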;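 also: OY570 slx delta 5 strain wells were the positive control but not used for scaling; some compounds called inactive have numbers as strong as hits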
Pemphigus Ab inh: blocks pemphigus antibody binding to human desmoglein-3; AID 588358; P32926; binding (percent of control), % at 10 µM; hit rate 0.48% among 310,000; DSG3-coupled beads, scFv-anti-DSG3-GFP binding, flow cytometry; hits give low values;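 active = binding more than 3 SD below its plate's average and above zero; inconclusive = below that plate limit but binding exactly zero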;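 also: hits lower antibody fragment binding to DSG3; some compounds called inactive have numbers as strong as hits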
Target sequence (P32926 whole entry, looked up, the tested form may be a part): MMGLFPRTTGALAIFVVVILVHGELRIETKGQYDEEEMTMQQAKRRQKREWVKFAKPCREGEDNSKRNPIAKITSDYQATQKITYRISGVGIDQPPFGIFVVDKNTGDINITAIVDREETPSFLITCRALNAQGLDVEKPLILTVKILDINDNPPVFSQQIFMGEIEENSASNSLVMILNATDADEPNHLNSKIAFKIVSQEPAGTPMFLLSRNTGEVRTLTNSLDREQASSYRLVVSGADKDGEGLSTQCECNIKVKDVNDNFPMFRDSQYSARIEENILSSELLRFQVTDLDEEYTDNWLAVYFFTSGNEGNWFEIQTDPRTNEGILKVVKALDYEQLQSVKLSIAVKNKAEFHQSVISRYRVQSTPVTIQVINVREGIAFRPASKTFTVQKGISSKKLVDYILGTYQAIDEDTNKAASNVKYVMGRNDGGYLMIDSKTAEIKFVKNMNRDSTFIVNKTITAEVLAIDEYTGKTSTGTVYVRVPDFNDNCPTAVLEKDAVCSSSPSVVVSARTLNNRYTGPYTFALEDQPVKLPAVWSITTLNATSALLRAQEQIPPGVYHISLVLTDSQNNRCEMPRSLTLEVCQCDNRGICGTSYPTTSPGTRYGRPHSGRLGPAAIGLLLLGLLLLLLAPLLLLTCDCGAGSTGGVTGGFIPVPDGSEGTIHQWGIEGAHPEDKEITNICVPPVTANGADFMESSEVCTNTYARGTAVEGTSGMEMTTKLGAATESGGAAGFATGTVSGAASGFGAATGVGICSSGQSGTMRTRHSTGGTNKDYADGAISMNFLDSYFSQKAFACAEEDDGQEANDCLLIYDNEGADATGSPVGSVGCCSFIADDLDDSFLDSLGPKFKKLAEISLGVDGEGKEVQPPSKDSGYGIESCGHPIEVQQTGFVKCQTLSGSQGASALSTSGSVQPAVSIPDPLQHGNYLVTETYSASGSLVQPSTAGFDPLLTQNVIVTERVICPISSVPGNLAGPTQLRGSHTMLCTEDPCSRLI
SR-BI DiI inh: mouse SR-BI HDL lipid transfer inhibition; hit rate 0.96% among 320,000; ldlA[mSR-BI] CHO cells, DiI-HDL uptake fluorescence, 3 h; AID 488896; inhibition, % at 12.5 µM; Q61009;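 active = mean replicate inhibition of at least 70% and a set share of replicates each scoring 70 or more; inconclusive = meets just one of the two criteria; inactive = fails both criteria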;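 also: 0% = median of neutral control wells and 100% = median of positive control wells; values of inactives mirror those of a sister screen read the other way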
MITF TRPM1 HTS: activators of MITF-driven TRPM1 promoter activity in SK-MEL-5 cells | activation, % at 12.5 µM | hit rate 0.75% among 300,000 | SK-MEL-5 TRPM1-promoter luciferase, 24 h; % of positive control, neutral wells = 0;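 active = mean activation of at least 80% with every replicate also reaching 80%; inconclusive = mean reaches 80% but some replicate falls short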;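 also: 0% = neutral control wells and 100% = parthenolide positive control wells; values of inactives mirror those of a sister screen read the other way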
Arr AP2 block: blocks beta-arrestin peptide binding to AP2 adaptin | FITC-arrestin peptide / GST-AP2 beads, flow cytometry; AP2 beta2 appendage carries R879A mutation | AID 504490 | hit rate 0.31% among 340,000 | inhibition, % at 10 µM;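 active = inhibition above a set limit, near 3 SD of compounds lacking own fluorescence, cut at about 54% in these data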;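 also: plate controls were DMSO wells for no effect and 5 µM unlabelled arrestin peptide for full effect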
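System: GST-AP2 R879A bound to glutathione beads, E. coli-expressed. Also added: 50 nM FITC-arrestin peptide. Schedule: compound with beads 12 min RT, then probe 1 h RT. Signal: bead flow cytometry, FITC channel. Read-out basis: percent response.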
dFosB activator: activators of mouse delta FosB homodimer; P13346; purified delta FosB, TAMRA-CDK5 oligo fluorescence polarization; percent of positive-control signal above neutral wells; activation, % at 25 µM; hit rate 0.99% among 340,000; AID 493131;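 active = mean activation above about 17%, with every replicate also reaching it, limit read from the data, passing the limit was not always enough; inconclusive = only one of the two conditions met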;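 also: fluorescence polarization rise as delta FosB binds a TAMRA Cdk5 AP-1 oligo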
PKA-R1A act: PKA-R1A complex activation | P00514+P68181 | hit rate 0.083% among 340,000 | activation, % at 11.4 µM | PKA-R1A dissociation, Cy5-IP20 fluorescence polarization; scaled: DMSO 0%, 113 µM cGMP 100%;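 active = percent activation above the mean of all tested compounds plus 3 SD, cut at about 19% in these data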;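 also: higher means more PKAc released from R1A so a rise in polarization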
NSD2 inh: blocks human histone methyltransferase NSD2; hit rate 0.54% among 310,000; O96028; inhibition, % at 12.5 µM; NSD2 peptide methylation, AlphaScreen, 120 min; in the data active = inhibition above about 50%
CDK5 p35 inh: blocks human CDK5/p35 kinase activity; AID 488839; inhibition, % at 10 µM; Recombinant CDK5/p35, ADP-Glo luminescence, 60 min; Q00535+Q15078; hit rate 0.01% among 330,000;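 active = highest replicate inhibition of at least 50% and at least 75% of replicates reaching 50%; inconclusive = only one of the two criteria met; inactive = both criteria failed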;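 also: plate controls were DMSO neutral control for no effect and GW8510 at 10 µM for full effect; many of its hits are not listed in these tables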
The depositor's hits bear a star; ? = inconclusive; · = no result given; + = active, no number.

Screens in order: PKA-R2B act, SR-BI uptake up, SUMO Mot1 rescue, Pemphigus Ab inh, SR-BI DiI inh, MITF TRPM1 HTS, Arr AP2 block, dFosB activator, PKA-R1A act, NSD2 inh, CDK5 p35 inh
CC(=O)c1cccc(NC(=O)NC2CCCCC2)c1
  0, -19, -8, 105, 19, 27, 6, -4, 16, -2, -1.2
CCN(CC(=O)Nc1c(F)cccc1F)C(=O)C1CCN(S(=O)(=O)c2ccc(F)cc2)CC1
  -6, 37, -10, 117, -37, -7, -9, 2, 7, -1, 0.5
CC(C)(C)NC(=O)CCN(/N=C/c1ccccc1)C1=NS(=O)(=O)c2ccccc21
  2, 2, -7, 101, -2, 20, 30, -24, 5, 0, -0.7
CCCCN(CC)C(=O)Cc1ccc(Br)cc1
  -11, 28, -1, 105, -28, 9, 3, -7, -11, -1, 0.2
COCCNc1nc(N)c([N+](=O)[O-])c(NCC2CCCO2)n1 (centres undefined)
  -7, 17, -15, 93, -17, 19, 7, -3, -19, 1, 1.5
CCN(CC)S(=O)(=O)c1ccc(O)c(C(=O)OCC(=O)NC2CCCC2)c1
  6, 20, 39, 107, -20, 4, 3, -7, -4, -2, -0.7
CC1(CCC(=O)N2CCCC(Nc3ccc(F)cc3)C2)CC1 (centres undefined)
  -8, 3, -14, 102, -3, 9, 8, -14, -2, 1, -0.4
Cc1nn(-c2nnc(C)c(=O)[nH]2)c(C)c1SCC(=O)Nc1ccc(F)cc1
  9, 7, -2, 99, -7, -3, 9, 0, 2, 0, -1.5
Cc1ncc(CO)c(CNc2ccc(Oc3ccccc3)cc2)c1O
  -8, 31, -3, 87, -31, -21, 0, -9, -11, 5, -0.5
COc1ccccc1NC(=O)NNC(=O)c1ccncc1
  6, 32, ·, 113, -32, 7, 7, 2, 6, -1, 0.8
Cc1ccc(-n2c(SCc3ccc(C#N)cc3)nnc2-c2ccccn2)cc1
  1, 30, 15, ·, -30, ·, 20, -13, 6, 1, 0.1
CCCCC1(C)OC(=O)C(=Cc2ccc(N(CC)CC)cc2)C(=O)O1 (centres undefined)
  2, 12, 2, 317, -12, 3, 3, -52, 3, 10, 0.3
COc1ccc2cc(CCNC(=O)c3ccc(S(=O)(=O)N4CCCC4)cc3)c(=O)[nH]c2c1
  -3, -28, 2, 106, 28, 7, -19, -12, 7, 4, -1.3
Cc1cccc(C(=O)OCC(=O)Nc2ccc(F)cc2)c1
  3, -2, -6, ·, 2, 10, 2, -1, -5, 1, 1.3
Cc1nc2ncnn2c(C)c1Cc1ccccc1Cl
  0, -9, 129, 96, 9, -7, 3, -3, -14, ·, -2.1
COc1ccc(NC(=O)N2CCCC(CCC(=O)N(C)CCc3ccccn3)C2)cc1 (centres undefined)
  2, -3, 102, 101, 3, 11, 16, -10, 2, 1, -2.4
O=C(Nc1c(-c2ccccc2)nc2ccccn12)c1cccc(F)c1
  4, -4, 146, 99, 4, 4, 10, -5, -7, -1, -0.2
CCCN1CCc2c(sc(NC(=O)c3ccc(S(=O)(=O)N(C)c4ccccc4)cc3)c2C(=O)NC)C1
  -12, -29, -7, 152, 29, -4, -4, ?, -4, -1, 0.3
O=C(COC(=O)/C=C/c1ccc(C(F)(F)F)cc1)NC1CCS(=O)(=O)C1 (centres undefined)
  -1, 3, 7, 100, -3, 2, -6, -6, -6, -1, -4.0
Cc1ccc(-c2nc3ccccn3c2NCc2ccc3c(c2)OCO3)cc1
  -7, -19, 1, 102, 19, 32, 22, -2, -1, 2, 1.6
COC(=O)c1cccc(C23CC4(C2)[C@H](CN(Cc2ccc(C(F)(F)F)cc2)[C@@H]4c2ccccc2)C3c2ccc(Cl)nc2)c1 (some centres undefined)
  -16, 5, -8, 98, -5, 5, -2, 1, -5, ·, -0.5
COc1cc(-c2cc(C(=O)O)c3c(OC)c(OC)c(OC)cc3n2)ccc1O
  -4, -10, -7, 111, 10, -11, -7, -4, -6, 0, -0.3
O=C1OC[C@@H]2CCCN2C(=O)[C@@H](CC(=O)N(CCO)Cc2ccccc2)C/C=C\C[C@@H]1Cc1ccc(F)cc1
  0, -2, 2, 102, -3, 17, 2, -2, -10, ·, 0.8
Cn1cnnc1SCCn1c(N2CCCCC2)nc2c1c(=O)[nH]c(=O)n2C
  -2, 3, -1, ·, -3, ·, 4, -4, -1, -1, 1.0
CCOC(=O)N1CCN(C(=O)c2ccc(-n3c(=S)[nH]c4ccccc4c3=O)cc2)CC1
  5, -14, -3, 96, 14, -20, 7, 2, 6, 26, 1.8
Cc1ccc(C(=O)O)cc1NC(=S)NC(=O)C(c1ccccc1)c1ccccc1
  -4, 1, -10, 105, -1, 7, -4, -2, -5, -3, 1.2
Cc1nn(Cc2ccccc2)c2c1C(c1ccccc1)C(C#N)=C(N)O2 (centres undefined)
  -1, 11, 125, ·, -11, -6, 0, -3, -9, 1, 0.0
CC1(C)C2CCC1(C)C(SC(=N)N)C2 (centres undefined)
  -3, -13, ·, ·, 13, 3, 1, 4, 1, -3, 0.7
O=[N+]([O-])c1nn(-c2ccc(Cl)cc2)n(O)c1=NCc1ccccc1Cl
  -3, ·, +, 99, ·, 13, -4, -9, 3, ·, 0.8
Cc1cccc(OCC(=O)Nc2ccc3c(c2)nc(CCN2CCN(C)CC2)n3C)c1
  6, 2, 14, ·, -2, -7, -11, -6, 12, 1, 0.5
CCC(C)C(NS(=O)(=O)c1ccc(C)cc1)C(=O)N1CCOCCOCCOCC1 (centres undefined)
  8, ·, -3, ·, ·, 2, 1, -7, 7, -5, -0.3
O=C(CSc1nnc(NC(=O)C2CC(=O)N(c3ccccc3)C2)s1)NCc1ccco1 (centres undefined)
  -2, ·, -9, 105, -22, 3, 24, -1, -2, ·, -3.1
O=C(CC1C(=O)NCCN1Cc1ccc(-c2ccccc2)cc1)NCC1CCOCC1 (centres undefined)
  11, 2, 9, 105, -2, 0, 10, -3, 5, -2, -1.8
Cc1c(NC(=O)c2cc3ccccc3o2)c(=O)n(-c2ccccc2)n1C
  2, 5, 83, 103, -5, 2, 6, -2, 0, -1, 0.7
Cc1ccc(C)c(Cn2nnc3c(=O)[nH]c(C4CCCN(C(=O)c5ccco5)C4)nc32)c1 (centres undefined)
  -7, 9, 8, ·, -9, -12, -7, -6, 2, 0, -2.6
CCN(CC(O)Cn1c2ccccc2c2ccccc21)S(=O)(=O)c1ccc(F)cc1 (centres undefined)
  1, -15, 14, 100, 15, -10, -4, -14, -19, -4, -1.5
CCn1c(SCc2ccc(Cl)cc2Cl)nc2nc3c(cc2c1=O)CCCC3
  3, -14, 3, 98, 14, 1, -1, -12, -4, 0, 2.4
Nn1c(COc2cccc(Br)c2)nnc1SCC(=O)N1CCc2ccccc2C1
  -1, 7, -5, 109, -7, -7, -1, -7, -2, 3, 0.1
O=C(OCC(=O)N1CCCCCC1)c1ccc(F)cc1F
  1, -14, ·, 102, 14, 53, -2, -7, -10, -1, 0.7
CC1CCCCC12NC(=O)N(CC(=O)N1CCN(c3ncccn3)CC1)C2=O (centres undefined)
  0, 24, 7, 95, -24, 6, -16, -8, 1, -3, -2.0
COc1ccc(CC(=O)NNC(=O)COc2ccc(Br)cc2C)cc1OC
  2, -15, -17, 123, 15, 5, 52, 3, 3, -1, 1.5
O=C1/C(=C/c2cccc(F)c2)SC(=S)N1NS(=O)(=O)c1ccccc1
  9, 6, 17, 94, -6, 5, 4, -12, -1, 5, 0.2
COc1ccc(Cl)cc1NC(=O)c1nc2nc(C)cc(C(F)F)n2n1
  5, -59, -4, 98, 59, ·, 5, -10, -4, ·, -1.3
Cc1ccc(S(=O)(=O)N2CCCC(C(=O)NCc3ccco3)C2)cc1Cl (centres undefined)
  8, 4, 5, 100, -4, 1, -6, -22, -8, -5, 2.1
Nc1ncc(Br)cc1S(=O)(=O)NCCC(=O)NC1CCCCC1
  -4, 18, 3, 106, -18, -2, 3, -5, -4, -1, -0.5
O=C(c1cnn(-c2cccc(F)c2)c1)c1ccccc1O
  -3, -4, 8, 95, 4, 46, -29, -7, -19, -3, 0.5
CC(CCc1ccccc1)NC(=O)c1ccco1 (centres undefined)
  -4, 0, 435, 96, 0, -8, 17, -3, -6, -5, 1.2
Cc1cccc(C)c1NC(=O)Cn1nnc(C(=O)Nc2ccc(F)cc2F)c1N
  9, 22, 3, 99, -22, 2, -13, 46*, 0, 11, 1.6
CN1C(=O)c2ccccc2C(C(=O)O)C1c1cccc([N+](=O)[O-])c1 (centres undefined)
  0, 3, -34, 100, -3, -8, 28, 2, 4, -8, 0.8
CCOC(=O)c1nn(-c2ccccc2)c(C)c1C(C)=O
  5, 9, -2, 106, -9, ·, -4, 6, 9, -1, 2.0
O=C(N/N=C/C=C/c1ccc([N+](=O)[O-])cc1)C1COc2ccccc2O1 (centres undefined)
  -8, 3, 1, 98, -3, -7, 19, -3, -17, 3, -0.4
